# GDH-TPI inh: counter-screen for M. tuberculosis FBA inhibitors: GDH-TPI coupled enzymes. GDH-TPI coupled enzyme counterscreen, NADH absorbance. inhibition, % at 4.8 µM. AID 588335. hit rate 1.2% among 360,000; in the data active = inhibition above about 30%;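 also: 0% = DMSO wells and 100% = wells lacking the enzyme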
# FadD28 FP inh: inhibitors of Mycobacterium tuberculosis FadD28 bisubstrate binding | FadD28 bisubstrate probe binding, fluorescence polarization | inhibition, % at 12.5 µM | hit rate 0.22% among 360,000; in the data active = inhibition above about 8.5%, passing the limit was not always enough; inconclusive = no clear call, values can overlap the other calls
# FBA Mtb inh: inhibitors of M. tuberculosis fructose-bisphosphate aldolase; P9WQA3; purified M. tuberculosis FBA, fluorescence read-out; inhibition, % at 1 µM; hit rate 2.3% among 360,000; AID 588726; in the data active = inhibition above about 27%;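 also: 0% = vehicle and 100% = reference inhibitor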
# PfHsp40 yeast: restores yeast growth despite PfHsp40 toxicity. S. cerevisiae expressing PfHsp40, growth rescue, ATP luminescence. growth rescue, % at 12.5 µM. hit rate 0.68% among 340,000. AID 504582; in the data active = growth rescue above about 28%, passing the limit was not always enough; inconclusive = no clear call, values can overlap the other calls;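 also: yeast W303a lacking pdr1 and pdr3 grown in galactose medium; growth measured after three days at 30 °C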
# Anthrax LF prot: inhibitors of Bacillus anthracis lethal factor protease. P15917. multiplex microsphere protease cleavage assay, LF. inhibition, % at 10 µM. hit rate 0.12% among 360,000; also: plate controls were buffer without enzyme for full effect and enzyme alone for no effect
# Target sequence (P15917 whole entry, looked up): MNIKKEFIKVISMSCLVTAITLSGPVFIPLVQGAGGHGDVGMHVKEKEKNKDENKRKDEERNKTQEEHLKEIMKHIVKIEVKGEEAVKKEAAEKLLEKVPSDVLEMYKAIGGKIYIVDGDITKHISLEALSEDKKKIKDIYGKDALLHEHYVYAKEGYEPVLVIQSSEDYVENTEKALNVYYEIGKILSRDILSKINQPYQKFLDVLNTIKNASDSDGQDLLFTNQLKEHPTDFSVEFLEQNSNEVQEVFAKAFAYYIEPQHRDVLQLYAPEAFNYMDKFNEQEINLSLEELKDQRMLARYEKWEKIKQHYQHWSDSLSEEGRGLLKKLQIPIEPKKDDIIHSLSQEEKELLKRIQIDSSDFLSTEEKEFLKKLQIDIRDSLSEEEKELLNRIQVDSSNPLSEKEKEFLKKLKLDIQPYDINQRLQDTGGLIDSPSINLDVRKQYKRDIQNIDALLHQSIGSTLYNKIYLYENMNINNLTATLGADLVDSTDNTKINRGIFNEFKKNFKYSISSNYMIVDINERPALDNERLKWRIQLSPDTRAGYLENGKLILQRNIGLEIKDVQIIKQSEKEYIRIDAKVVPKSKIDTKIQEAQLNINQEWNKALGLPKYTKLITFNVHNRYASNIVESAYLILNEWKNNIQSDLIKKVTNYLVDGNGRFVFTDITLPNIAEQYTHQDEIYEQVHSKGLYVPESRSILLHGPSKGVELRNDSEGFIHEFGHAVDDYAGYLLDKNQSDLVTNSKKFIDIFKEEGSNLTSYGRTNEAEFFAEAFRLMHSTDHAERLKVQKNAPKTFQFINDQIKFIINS
# UGM FP inh: blocks M. tuberculosis UGM enzyme; hit rate 0.06% among 320,000; P9WIQ1; purified UGM, fluorescence polarization probe displacement; inhibition, % at 10 µM; AID 504406; in the data active = inhibition above about 10%, passing the limit was not always enough; inconclusive = no clear call, values can overlap the other calls
# Mtb BioA inh: BioA (M. tuberculosis) enzyme inhibition. purified M. tuberculosis BioA enzyme, plate reader. inhibition, % at 9.99 µM. hit rate 0.096% among 360,000. AID 602481; in the data active = inhibition above about 40%; inconclusive = no clear call, values can overlap the other calls
# BoNT F protease: blocks Botulinum neurotoxin F light chain protease. Multiplex microsphere protease cleavage assay, flow cytometry. inhibition, % at 10 µM. hit rate 0.22% among 360,000. AID 588497; in the data active = inhibition above about 35%, passing the limit was not always enough; inconclusive = no clear call, values can overlap the other calls; also: plate controls were buffer without enzyme for full effect and enzyme alone for no effect
# BoNT-A LC inh2: blocks Botulinum neurotoxin A light chain protease. multiplex microsphere protease substrate cleavage, flow cytometry. inhibition, % at 10 µM. hit rate 0.17% among 360,000; also: plate controls were buffer without enzyme for full effect and enzyme alone for no effect
# Starred values were filed as active, the others as inactive; u = inconclusive; x = not tested or not shown. Rule as the data show it, unless noted: active = inhibition above about 30%; inconclusive = no clear call, values can overlap the other calls; inactive = below that.
SMILES,GDH-TPI inh,FadD28 FP inh,FBA Mtb inh,PfHsp40 yeast,Anthrax LF prot,UGM FP inh,Mtb BioA inh,BoNT F protease,BoNT-A LC inh2
CC1CCN(C(=O)c2cc3ccccc3o2)CC1,-2,-1.0,-3,0.4,3,0.7,1.8,u,1.3
COc1ccc(OCC(=O)Nc2ccc(N3CCN(C(=O)c4ccco4)CC3)cc2)cc1,-7,-0.4,-9,0.0,-4,-1.2,x,-5,0.2
Cc1ccc(S(=O)(=O)Nc2c(C)cc(C)nc2Cl)cc1,3,-2.2,5,5.6,-15,3.9,-0.3,-17,-2.6
CC[C@@]12C(=O)N(c3cccc(F)c3)C(=O)N1[C@H](c1ccc(Cl)cc1)[C@@H]1C(=O)N(C3CCCCC3)C(=O)[C@@H]12,1,-6.1,1,4.6,5,1.3,-1.8,-6,-0.5
CC(=O)OCN(C#N)c1nc(N(C)C)nc(N(C)C)n1,7,-0.3,-1,-1.6,2,0.8,0.6,-3,2.1
COc1ccccc1C1=NOC(C)(c2nnc(Cc3ccccc3)o2)C1 (configuration not stated),11,-1.6,7,-1.2,-1,-2.0,-0.5,8,0.7
O=C(O)CSc1ccnc2cc(Cl)ccc12,20,0.5,-2,-0.2,x,1.9,-1.2,x,x
COCCn1c(C)cc(C(=O)COC(=O)c2n[nH]c3ccccc23)c1C,-6,-3.2,0,0.8,-2,2.3,0.1,-14,0.5
COc1ccc(OC)c(C(O)c2coc3ccc(O)c(CN4CCOCC4)c23)c1 (configuration not stated),2,-0.4,0,-0.4,-4,1.1,x,-12,-0.6
CSCCC(NC(=O)c1cc(S(=O)(=O)N2CCOCC2)ccc1C)c1nc2ccccc2[nH]1 (configuration not stated),3,-5.1,1,0.2,-9,x,-5.1,-7,-1.0
CCCN1CCN(CCCNC(=O)c2ccc(CS(=O)c3ccccc3C)o2)CC1 (configuration not stated),4,0.1,1,u,-2,1.3,-0.2,-1,-1.8
Cc1nc2sc(C(c3cccc(F)c3)N3CCC(O)CC3)c(O)n2n1 (configuration not stated),1,-1.8,0,-2.3,-2,-2.1,1.7,-13,-0.5
CCN(Cc1nc(-c2ccccc2)no1)C(=O)c1ccoc1C,-7,-4.0,0,-0.1,1,-0.6,0.8,-21,0.6
CC(NC(=O)COC(=O)c1cn(-c2ccccc2)nc1-c1cccs1)c1ccccc1 (configuration not stated),-3,-3.0,1,0.1,-10,2.8,-0.1,5,6.6
O=C(O)CS(=O)(=O)c1ccc(C(F)(F)F)cn1,-4,-1.3,-3,1.4,-7,1.6,x,-9,-1.1
O=C(Nc1ccccc1)N1CCc2ccccc2C1,-4,-1.1,2,0.6,3,1.2,2.1,1,-0.1
CN(C(=O)c1cccc(N2C(=O)C3CC=CCC3C2=O)c1)C1CCCCC1 (configuration not stated),-4,-3.0,1,0.1,0,-1.7,-1.6,8,-0.1
CS(=O)(=O)c1ccc(C(=O)OCC(=O)NCc2cccs2)cc1[N+](=O)[O-],-15,-2.5,-1,-1.4,-15,-1.9,0.3,-5,0.0
CC(C)CNc1ncnc2c1ncn2[C@H]1CN(CCc2ccccc2)C[C@@H](CO)O1,5,-1.5,0,x,6,x,0.9,5,-0.4
COC(=O)CSc1nc2ccccc2nc1SCC(=O)OC,14,u,4,0.5,2,0.8,-0.6,-4,0.8
COc1ccc(NC(=O)C23CCC(C)(C(=O)O2)C3(C)C)cc1 (configuration not stated),15,-3.0,-1,-0.3,-12,-1.4,-1.6,-7,-1.3
COc1ccc(C(=O)C(C)OC(=O)CN2C(=O)c3ccccc3C2=O)cc1 (configuration not stated),8,-1.7,3,-0.4,2,3.4,1.0,-1,0.1
Cc1cc(Br)ccc1NC(=O)CNC(=O)CN1C(=O)NC2(CCCCCC2)C1=O,7,-2.0,-1,-0.4,-8,1.2,-1.1,-4,-0.9
O=S(=O)(Nc1cccc(Br)c1)c1cccc2nsnc12,14,-1.7,2,7.3,-12,-0.9,-0.1,12,2.4
CC(Sc1n[nH]c(=O)n1Cc1ccccc1)C(=O)NC1CCCCC1C (configuration not stated),-1,-1.8,0,0.5,-1,-4.2,x,6,2.5
O=C(CSc1nnc(-c2cccnc2)o1)c1cc2ccccc2oc1=O,3,0.5,4,-2.2,-1,-1.2,3.2,12,1.0
N#Cc1ccc(NCC(=O)Nc2ccc3c(c2)OCCO3)cc1,-2,-1.8,-1,0.1,-6,1.2,2.7,-4,-0.2
Cc1cc(C)c2nc(NNC(=O)c3cc(-c4cccs4)nc4ccccc34)sc2c1,16,-3.8,3,0.5,-16,1.5,-2.4,-10,0.2
CCN(CC)C(=O)C1CCN(S(=O)(=O)c2ccc(-n3cnnn3)cc2)CC1,-1,-1.0,0,-0.3,-3,-4.0,x,-7,0.5
N#Cc1ccc(-c2nc3ccc(Br)cn3c2Cc2cccc(Cl)c2)cc1,x,-1.6,1,x,12,x,-0.9,14,2.2
COc1cc(C(C(=O)NC2CCCC2)N(C(=O)Cc2cccs2)C2CC2)cc(OC)c1OC (configuration not stated),4,-2.4,2,0.7,-3,0.1,-1.2,-8,-1.4
O=C(Nc1nc2ccccc2[nH]1)c1ccc(F)c(S(=O)(=O)N2CCOCC2)c1,8,-5.6,19,-1.2,0,-0.2,x,-14,-1.8
CCOC(=O)c1c(NC(=O)CSC(=S)N2CCOCC2)sc(C)c1C,4,-3.0,0,1.6,-1,2.0,-1.5,-4,-0.3
CC(C)N=C(Nc1ccccc1)c1cccnc1,2,-1.8,2,18,8,-0.5,-3.9,2,0.2
CCc1nc2ccc(C(=O)N3CCN(C(=O)c4ccco4)CC3)cn2c1N(C)C(=O)c1cccc(OC)c1,7,-1.9,3,x,-5,x,-0.3,-17,-0.3
O=C(C[C@H]1C[C@@H]2c3cc(NC(=O)C4CCC4)ccc3O[C@@H]2[C@H](CO)O1)NC1CCCCC1,6,0.0,1,x,-2,x,-0.8,5,0.0
Cc1ccc(C(=O)NNC(=O)c2ccncc2)cc1C,14,0.9,-1,0.0,-2,-2.0,-1.5,-12,0.0
COc1ccc(C(=O)NC(=S)NC2CCCCC2)cc1,-3,0.4,-1,1.0,0,4.1,-0.8,-1,2.7
CCn1c(COc2ccccc2)nnc1SCC(=O)Nc1cc(C)ccc1OC,-2,-2.3,0,0.5,-2,1.6,x,-12,0.0
O=C1NC(=O)/C(=C/c2ccc(OS(=O)(=O)c3ccc(F)cc3F)cc2)N1,24,-3.6,-2,-1.1,1,-1.4,1.2,u,-3.3
COc1ccc(CNS(=O)(=O)c2cc(-c3cc(C)no3)ccc2OC)cc1OC,-8,-2.9,-2,-0.2,0,2.7,2.7,-4,-0.6
CC1CN2C(=O)C1(c1ccccc1)C(=O)NC2=S (configuration not stated),5,-3.2,-1,x,-8,x,0.0,5,-0.4
CCC(=O)Nc1nc(-c2ccc3c(c2)OCCO3)cs1,7,-0.2,2,-0.9,-1,1.2,2.2,-2,-1.4
COc1ccc(NC(=O)CN(C)C(=O)c2sc3cc(Cl)ccc3c2Cl)cc1,-2,-2.4,-3,1.9,0,1.3,-1.0,-6,0.8
C[C@]12CC[C@@H]3c4cc(O)c(O)cc4CC[C@H]3[C@@H]1CC[C@@H]2O,0,0.7,5,-0.4,-7,0.1,0.0,-21,-1.5
COCCN=C(NS(=O)(=O)c1cccs1)c1ccccc1Cl,8,-3.2,1,0.1,2,0.0,0.1,8,0.3
COc1ccc(NC(=S)NN2CCOCC2)cc1OC,-7,-3.1,0,1.6,0,2.9,1.3,-4,0.7
Nc1cc([N+](=O)[O-])ccc1OCc1ccccc1,8,-3.2,-5,0.3,-4,x,x,-6,-0.4
CCN(CC)c1ccc(NC(=S)NCC2CCCO2)cc1 (configuration not stated),7,-0.1,6,-1.4,-1,-4.9,x,-7,0.3
Cc1nc2scc(-c3cccs3)c2c(=O)n1N,6,0.0,-1,-0.4,-3,x,x,2,-0.2
CC1=C(C(N)=O)C(c2ccccn2)n2nc(SCc3ccccc3)nc2N1 (configuration not stated),0,0.8,2,-0.9,6,1.3,0.2,-6,0.2
CC(CN1CCCCC1)OC(=O)/C=C/c1ccccc1 (configuration not stated),3,-3.8,-1,-1.3,-1,0.6,0.9,36*,0.0
COc1cc(/C=N\NC(=O)c2ccc(=O)[nH]n2)cc(OC)c1OC,12,0.1,1,0.8,-6,1.1,0.9,u,0.3
COCCn1c(SCC(=O)N2CCOCC2)nnc1-c1ccco1,0,-1.6,2,-0.2,-1,-1.4,0.1,3,2.4
CCCCNC(=O)Nc1ccc(C(O)(C(=O)OC)C(F)(F)F)cc1 (configuration not stated),-5,-12,3,3.3,-4,0.4,0.7,-12,-1.1
Cc1ccccc1OCCC(=O)OCC(=O)NCCNC(=O)COC(=O)CCOc1ccccc1C,-3,-0.7,2,0.0,4,-0.7,-2.0,27,3.7
O=C(Nc1cc(C(F)(F)F)ccc1N1CCCC1)C1CCCO1 (configuration not stated),2,0.7,2,-0.7,2,-3.5,-6.6,-4,1.0
Cc1ccc(-n2c(SCC(=O)Nc3ccc(Cl)cc3)nc(O)cc2=O)cc1,7,3.6,-4,-1.6,-2,2.0,-2.0,1,-4.1
NC(=O)c1cc2cc(Br)ccc2oc1=NCc1ccccc1,16,-1.6,-1,1.3,1,-0.1,-0.6,18,1.0
COc1ccc(NC(=S)NCCc2c(C)[nH]c3ccc(OC)cc23)cc1,-4,-1.2,0,0.2,-2,-0.6,1.5,-5,-0.5

# 3 consecutive entries out of the list so far, quoted:
SMILES,GDH-TPI inh,FadD28 FP inh,FBA Mtb inh,PfHsp40 yeast,Anthrax LF prot,UGM FP inh,Mtb BioA inh,BoNT F protease,BoNT-A LC inh2
Nc1cc([N+](=O)[O-])ccc1OCc1ccccc1,8,-3.2,-5,0.3,-4,x,x,-6,-0.4
CCN(CC)c1ccc(NC(=S)NCC2CCCO2)cc1 (configuration not stated),7,-0.1,6,-1.4,-1,-4.9,x,-7,0.3
Cc1nc2scc(-c3cccs3)c2c(=O)n1N,6,0.0,-1,-0.4,-3,x,x,2,-0.2

# Remaining list, next part
SMILES,GDH-TPI inh,FadD28 FP inh,FBA Mtb inh,PfHsp40 yeast,Anthrax LF prot,UGM FP inh,Mtb BioA inh,BoNT F protease,BoNT-A LC inh2
CCOC(=O)c1c(NC(=S)Nc2ccccc2)sc(C)c1C,18,-1.0,-2,-1.4,3,5.0,-3.1,-18,u
O=C(c1ccccc1F)N1CCN(c2cccc(C(F)(F)F)c2)CC1,11,1.4,4,121*,-9,-1.5,1.8,5,0.2
Cc1cc(C)nc(NS(=O)(=O)c2ccc(N/C=C\C(=O)c3ccc(Cl)cc3)cc2)n1,31*,1.9,3,-0.4,-4,-1.5,-2.1,3,2.2
C#CCOCCOCCOCCNc1nc(N2CCN(C(=O)CCCCCCCCCCNC(=O)[C@H](CCCCN)n3cc(C)nn3)CC2)nc(N2CCN(C(=O)CCCCCCCCCCNC(=O)[C@H](CCCCN)n3cc(CCCC(=O)O)nn3)CC2)n1,0,-3.8,1,-0.9,-8,-0.6,-2.8,-44,-0.1
COC(=O)c1c(NC(=O)c2ccccc2N(C)S(=O)(=O)c2ccccc2)sc2c1CCCC2,2,-0.9,-1,-1.0,-1,x,x,-1,-0.6
CCOC(=O)C1(C)NC(c2ccccc2F)C2C(=O)N(c3cccc(C(C)=O)c3)C(=O)C21 (configuration not stated),-4,-0.3,1,-1.2,-2,2.4,x,-1,-0.3
O=C(Nc1ncccc1Cl)c1ccccc1F,4,-1.8,1,-0.5,-4,-2.3,1.5,-4,-1.3
O=C(O)c1c2c(nc3ccc(S(=O)(=O)N4CCC(C(=O)NCc5ccc(Cl)cc5)CC4)cc13)CCCC2,3,1.5,2,-0.6,-3,-0.2,0.1,10,3.6
OCC[C@H]1C[C@H](O)[C@@H](O)[C@@]2(OCCCc3ccccc32)O1,4,-1.1,6,-1.2,0,3.4,0.2,-8,-0.4

# Copied from the list.
# FBA Mtb inh result of CCN(CC)C(=O)C1CCN(S(=O)(=O)c2ccc(-n3cnnn3)cc2)CC1 reads 0
# PfHsp40 yeast result of CCC(=O)Nc1nc(-c2ccc3c(c2)OCCO3)cs1 reads -0.9
# BoNT-A LC inh2 result of CCOC(=O)C1(C)NC(c2ccccc2F)C2C(=O)N(c3cccc(C(C)=O)c3)C(=O)C21 (configuration not stated) reads -0.3

# Screening data deposited in PubChem by several laboratories.
